Screening results from PubChem.
RAD54 inh – inhibitors of human RAD54 branch migration; RAD54 Holliday junction branch migration, FAM/BHQ fluorescence; Q92698; 0.14% of 360,000 active; inhibition, % at 10.4 µM;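 active = mean normalized replicate activity at least 40 and at least half of replicates scoring 40 or more; inconclusive = only one of the two criteria met; inactive = mean below 40 and under half of replicates reaching 40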;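 note: 0% = median of neutral control wells and 100% = median of positive control wells; inhibitors cause a drop in the FAM fluorescence signal; in these data hits start at about 50%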
F508del corr – CFTR F508del correction in bronchial cells; CFBE cells, YFP halide quenching; stimulated with forskolin plus potentiator P3; % fluorescence drop versus neutral controls; activity (quench increase), % at 7.58 µM; 0.36% of 350,000 active; AID 720511;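 active = mean added fluorescence quench of at least 8% versus neutral control, with both replicates also reaching 8%; inconclusive = only one of the mean or replicate conditions met; inactive = mean below 8% and not both replicates reaching 8%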;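 note: cells transiently co-express mutant CFTR-F508del with the halide-sensitive YFP; corrector assay measuring rescue of mutant channel to the surface after 24 h compound exposure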
CASP6 VEID inh – caspase-6 (human) enzyme inhibition; 0.53% of 350,000 active; purified caspase-6, Z-VEID-R110 cleavage fluorescence; AID 686996; inhibition, % at 12.5 µM;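 active = mean inhibition across replicates at least about 35%, with every replicate also reaching that limit, limit read from the data; inconclusive = only one of the two criteria met; inactive = neither criterion met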;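 note: 0% = median of neutral control wells and 100% = no fluorescence left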
XiGFP reactiv – X-chromosome reactivation activator; 0.055% of 360,000 active; XiGFP mouse fibroblasts, % GFP-positive cells imaging, 3 d; cells co-treated with 5-aza-dC sensitizer; scaled so ellipticine positive control = 100%; activation, % at 7.58 µM;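 active = mean normalized replicate activation at least 10% and every replicate at or above 10%; inconclusive = only one of the two criteria met; inactive = mean below 10% and not all replicates reach 10%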;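 note: 0% = median of on-plate neutral control wells and 100% = ellipticine 6 µM median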
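material = 68-5-11 XiGFP fibroblast line | medium = DMEM plus 5-aza-dC sensitizer | schedule = 3 days compound exposure | benchmarks = positive control ellipticine, 6 µM final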
DENV2 CPE rescue – DENV2-induced cell death inhibition; DENV2-infected cells, cytopathic effect rescue, plate reader; CPE inhibition, % at 9.99 µM; 1.7% of 350,000 active; AID 651640; in the data active = CPE inhibition above about 20%, passing the limit was not always enough; inconclusive = no clear call, values can overlap the other calls; tested in BHK-21 cells;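 note: 0% = median of neutral control wells and 100% = median of positive control wells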
RAD52 anneal inh – inhibitors of human RAD52 DNA annealing. P43351. recombinant RAD52 DNA annealing, FRET fluorescence. inhibition, % at 18.7 µM. 0.46% of 360,000 active;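 active = every replicate showing at least 50% inhibition; inconclusive = mean inhibition at least 50% but not in every replicate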
Target sequence (P43351 whole entry, looked up): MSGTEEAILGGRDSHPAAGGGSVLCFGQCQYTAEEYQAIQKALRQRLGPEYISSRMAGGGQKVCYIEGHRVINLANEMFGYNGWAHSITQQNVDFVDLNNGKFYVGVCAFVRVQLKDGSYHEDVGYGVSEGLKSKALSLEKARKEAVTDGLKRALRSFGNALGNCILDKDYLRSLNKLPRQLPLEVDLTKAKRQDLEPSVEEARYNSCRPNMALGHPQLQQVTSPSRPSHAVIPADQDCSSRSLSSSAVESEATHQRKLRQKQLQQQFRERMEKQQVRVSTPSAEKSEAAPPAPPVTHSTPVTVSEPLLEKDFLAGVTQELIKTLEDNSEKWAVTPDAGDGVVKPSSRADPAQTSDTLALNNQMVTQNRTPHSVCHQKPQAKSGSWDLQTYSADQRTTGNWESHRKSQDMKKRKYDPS
E-sel inducer – induces E-selectin expression in human endothelial cells; HUVEC E-selectin immunofluorescence imaging; normalized: neutral wells 0, TNF-alpha wells 100; P16581; activation, % at 7.58 µM; 0.37% of 260,000 active;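 active = mean E-selectin-positive cell signal at least 10% of the positive control, reached in at least 60% of replicates, without over 20% cell loss; inconclusive = no rule given, readout overlaps actives, possibly toxicity-flagged; inactive = the rest, including those meeting only one limit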;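 note: in these data hits start at about 27%; measured in HUVEC primary endothelial cells; signal is the percent of cells scored E-selectin positive by PE staining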
Target sequence (P16581 whole entry, looked up): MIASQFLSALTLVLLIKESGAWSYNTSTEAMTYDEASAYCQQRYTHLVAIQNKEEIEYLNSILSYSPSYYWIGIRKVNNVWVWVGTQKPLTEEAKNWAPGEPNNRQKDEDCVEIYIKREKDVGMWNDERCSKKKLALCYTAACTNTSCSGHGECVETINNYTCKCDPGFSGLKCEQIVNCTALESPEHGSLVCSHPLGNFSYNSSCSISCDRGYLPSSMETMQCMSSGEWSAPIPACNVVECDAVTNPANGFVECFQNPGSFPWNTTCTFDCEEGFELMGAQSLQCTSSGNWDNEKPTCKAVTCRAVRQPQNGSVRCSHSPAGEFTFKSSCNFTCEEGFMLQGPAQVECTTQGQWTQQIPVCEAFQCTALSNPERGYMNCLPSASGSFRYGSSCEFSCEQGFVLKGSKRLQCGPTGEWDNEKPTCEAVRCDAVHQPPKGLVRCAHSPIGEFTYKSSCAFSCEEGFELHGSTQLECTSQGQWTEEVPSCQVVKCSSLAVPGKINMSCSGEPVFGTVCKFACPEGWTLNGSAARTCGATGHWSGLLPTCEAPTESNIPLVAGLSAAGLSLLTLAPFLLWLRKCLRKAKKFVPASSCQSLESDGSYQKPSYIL
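Test system: HUVEC | Signal: Immunofluorescence imaging | Read-out: Percent E-selectin-positive cells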
GSIS activator – primary screen for activators of insulin secretion dependent on glucose, INS-1E cells, GLuc reporter luminescence; INS-1E GLuc reporter insulin secretion, 2-3 h; activation, % at 16.6 µM; 0.61% of 370,000 active; AID 743287;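 active = lowest replicate activation of at least 40%, so every replicate reaches that level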;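 note: 0% = median of neutral control wells and 100% = median of IBMX positive control wells; some compounds called inactive have numbers as strong as hits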
The depositor's hits bear a star; u = inconclusive; x = not tested or not shown.

Results follow in this order: RAD54 inh | F508del corr | CASP6 VEID inh | XiGFP reactiv | DENV2 CPE rescue | RAD52 anneal inh | E-sel inducer | GSIS activator
- O=C(CSc1ccc(Cl)cc1)NC(=O)c1ccccc1
  5.1 | 3.0 | -1.4 | -0.1 | 1.4 | -14.8 | x | 3.7
- O=c1c2c(nc3nc(NCc4cccc5ccccc45)[nH]n13)CCC2
  -0.2 | 1.1 | -2.2 | 0.0 | 6.9 | -2.8 | x | 4.2
- COc1ccc(CCNC(=O)/C(C#N)=C2\N=C(NC(=O)c3ccco3)c3ccccc32)cc1
  -0.9 | -0.5 | 3.6 | 0.2 | -6.4 | -67.3 | 0.0 | -1.6
- Cc1ccc(N2CCN(S(=O)(=O)c3ccc4oc(=O)ccc4c3)CC2)cc1Cl
  -4.5 | 0.5 | 0.1 | 0.2 | -3.8 | -2.0 | x | 37.2
- O=C1NC(=S)N/C1=C/C=C/c1ccccc1
  6.2 | -1.0 | 4.3 | 0.1 | x | -20.3 | x | -1.6
- CC(C)Nc1nc(N)c(C(=O)C23CC4CC(CC(C4)C2)C3)s1
  -12.5 | 1.3 | 0.2 | 0.0 | -6.5 | -5.4 | 0.4 | -11.9
- O=C(c1cccs1)N1CCCC(N2CCN(c3cccc(C(F)(F)F)c3)CC2)C1 (stereo not drawn)
  -1.4 | 2.4 | -2.2 | 0.4 | 16.6 | -6.5 | -0.3 | -73.4
- COc1ccc(Cl)cc1C(=O)NNC(=O)COC(=O)CCN=C1NS(=O)(=O)c2ccccc21
  -4.0 | -1.9 | -1.9 | 0.0 | -4.8 | -17.4 | 0.2 | 5.7
- COc1ccc(CN(C)C[C@H]2OCCCC[C@H](C)Oc3ccc(NC(=O)CCC(F)(F)F)cc3C(=O)N([C@H](C)CO)C[C@H]2C)cc1
  -7.4 | 3.4 | 7.7 | 0.3 | -3.4 | -1.5 | 0.0 | -10.4
- COCC(=O)Nc1ccc2c(c1)OC[C@H](C)N(Cc1ccccc1F)C[C@@H](C)[C@@H](OC)CN(C)C2=O
  -3.1 | -0.8 | -0.1 | 0.3 | 1.0 | 8.1 | 0.0 | -0.3
- Cc1noc(C)c1NC(=O)N[C@@H]1CC[C@@H](CCNC(=O)C2CCC2)O[C@@H]1CO
  -0.1 | 1.7 | 0.5 | -0.1 | 3.3 | -2.4 | -0.5 | 3.8
- C[C@@H]1CCCCO[C@@H](CN(C)S(=O)(=O)c2ccccc2)[C@@H](C)CN([C@H](C)CO)C(=O)c2cc(NC(=O)CCCN(C)C)ccc2O1
  7.2 | -1.0 | -1.2 | -0.1 | 4.0 | 17.9 | -0.1 | 6.0
- NC(=O)NN=C1CCn2cccc21
  x | -0.8 | 0.3 | 0.3 | u | -17.1 | -0.4 | -5.2
- C[C@@H]1CN([C@H](C)CO)C(=O)c2cccc(NC(=O)c3ccc(-c4nccs4)cc3)c2O[C@@H]1CN(C)Cc1ccc(Oc2ccccc2)cc1
  2.1 | -0.6 | -2.7 | -0.9 | 4.0 | -58.8 | 3.7 | -38.4
- O=C(CC(=O)NC1CCCCC1)N/N=C/c1ccccc1[N+](=O)[O-]
  1.8 | 3.2 | 1.8 | 0.1 | -2.4 | -14.0 | x | -1.4
- CCC(=O)Nc1ccc2c(c1)OC[C@@H](C)N(Cc1ccncc1)C[C@H](C)[C@H](OC)CN(C)C2=O
  1.2 | 1.4 | -1.2 | 0.6 | 11.3 | 20.2 | -0.3 | 0.5
- COCC#Cc1ccc2c(c1)O[C@@H](CN(C)Cc1ccc3c(c1)OCO3)[C@H](C)CN([C@@H](C)CO)S2(=O)=O
  5.1 | -0.6 | 0.7 | 0.0 | -2.1 | -14.9 | 0.2 | 5.8
- N#Cc1c(SCC(=O)Nc2ccc(C(F)(F)F)cc2)sc2c(O)cc(=O)[nH]c12
  0.5 | 0.6 | 40.6* | 1.6 | 0.1 | -15.4 | x | -2.6
- Cc1cc2c(NS(=O)(=O)c3ccc(F)cc3)cccc2nn1
  -1.3 | -1.6 | 1.8 | 0.1 | -6.9 | -9.0 | -0.1 | 7.4
- CC(C)(C)NC(=O)CN(C(=O)C(=O)Nc1ccc2c(c1)OCCO2)C(C)(C)C
  -2.1 | 0.0 | 0.5 | 0.0 | 17.2 | -8.2 | 2.6 | 20.6
- Cc1c(CN2CCN(C)C(CCO)C2)[nH]c2c(Cl)cccc12 (stereo not drawn)
  -3.5 | -0.7 | -5.5 | 0.0 | 14.4 | 0.1 | 0.6 | 3.5
- O=C(COC(=O)CC(c1ccccc1)c1ccccc1)NCc1ccc(Cl)cc1
  -1.8 | -1.5 | -0.7 | -0.1 | x | 0.1 | x | x
- C=CCN(Cc1cn(C)nc1-c1cccc(Cl)c1)C1CCS(=O)(=O)C1 (stereo not drawn)
  4.5 | 0.0 | -0.3 | 0.4 | 3.0 | -17.1 | -0.1 | 32.7
- Cc1ccccc1C(=O)Nc1cccc(C(=O)N/N=C/c2ccc3c(c2)OCO3)c1
  -5.6 | 0.0 | -1.6 | -0.1 | -1.3 | -4.0 | 1.1 | -3.4
- COc1ccc(C#Cc2ccc([C@H]3[C@H]4CN(C(=O)c5ccc(F)cc5)CC(=O)N4[C@H]3CO)cc2)cc1
  x | -1.0 | 3.0 | 0.0 | -5.0 | -11.2 | 0.9 | -13.5
- COc1ccc(S(=O)(=O)N(C)C)cc1NC(=O)c1ccc2c(c1)OCCO2
  -1.8 | -3.1 | -0.3 | -0.5 | -6.5 | 2.7 | 0.4 | x
- COCC(C)NC(=O)c1cc(OC)cc(OC)c1 (stereo not drawn)
  x | 0.4 | 0.7 | 0.8 | -2.2 | -3.5 | u | 15.2
- C=C(C)CN1CCN(c2ccc(N3C(=O)CCCC3=O)cc2[N+](=O)[O-])CC1
  1.5 | 0.6 | 0.8 | 0.0 | -0.4 | -10.1 | 0.0 | 49.6*
- Cc1ccc(S(=O)(=O)N[C@H]2CC[C@@H](CC(=O)NCc3ccncn3)O[C@H]2CO)cc1
  -6.8 | -2.7 | -0.4 | 0.3 | 10.3 | 2.2 | -0.2 | 5.9
- C[C@H](CO)N1C[C@H](C)[C@@H](CN(C)Cc2ccc(Cl)c(Cl)c2)OCCCC[C@H](C)Oc2ccc(NS(=O)(=O)c3ccc(F)cc3)cc2C1=O
  7.3 | 4.6 | -2.6 | 0.1 | 3.2 | -70.9 | 0.0 | -13.4
- CC(C)c1ccccc1OCC(O)CN(CC(O)COc1cccc2ccccc12)C(C)C (stereo not drawn)
  13.9 | 1.1 | -3.0 | 0.5 | -6.3 | -10.0 | x | 31.8
- C[C@@H](NC(=O)C[C@@H]1C[C@@H]2c3cc(NC(=O)c4cccnc4)ccc3O[C@@H]2[C@H](CO)O1)c1ccccc1
  2.1 | -4.5 | 2.6 | 0.0 | -1.4 | 8.2 | -0.4 | 15.2
- CNC[C@@H]1Oc2ncc(C#CCC(C)C)cc2C(=O)N([C@H](C)CO)C[C@@H]1C
  x | -2.9 | 0.6 | 0.0 | -5.4 | -10.9 | -0.2 | 3.0
- S=c1nc[nH]c2c1ncn2-c1ccc(Cl)cc1
  5.1 | 1.6 | 1.7 | 0.1 | 8.3 | -33.0 | 1.1 | 8.7
- CC(C)(CO)NC(=O)c1ccc2c(c1)C(=O)c1ccccc1-2
  3.3 | 2.2 | 3.4 | 0.0 | 1.6 | 8.5 | 1.1 | 18.8
- Cc1ccc(NC(=O)c2ncn(CCCNCC3CCCCC3)n2)cc1C
  -4.0 | -0.8 | -6.7 | 0.0 | 10.4 | 3.4 | 5.1 | 15.8
- Cc1ccc(S(=O)(=O)N/N=C\c2ccc3c(c2)OCO3)cc1C
  5.8 | -1.7 | 6.3 | -0.1 | -5.7 | -11.8 | 0.1 | 18.0
- O=C(N/C(=C\c1ccccc1)C(=O)N1CCOCC1)c1ccc(Br)o1
  -1.4 | -1.8 | 0.1 | 0.0 | 16.4 | -0.5 | x | 16.5
- Cc1ccsc1C(=O)OCC(=O)Nc1cccc(S(=O)(=O)NC2=NCCCCC2)c1
  7.7 | 0.4 | 1.1 | 0.0 | -0.3 | -18.0 | 7.5 | -15.8
- COc1ccc(CC(=O)Nc2ccc(N(C)C)c3ccccc23)cc1
  4.6 | 0.3 | -5.3 | 0.0 | -3.0 | -2.6 | 0.3 | 5.1
- COc1cccc(-c2ccc3c(c2)O[C@@H](CN(C)C)[C@H](C)CN([C@H](C)CO)S3(=O)=O)c1
  0.5 | -0.8 | -0.2 | 0.1 | 11.0 | 19.2 | 0.0 | 7.8
- CCCCOc1ccc(C(=O)N2CCCC2)cc1
  -6.2 | -0.8 | -0.5 | x | 0.2 | -15.2 | x | 5.6
- Cc1ccc(S(=O)(=O)Nc2ccc3c(c2)C(=O)N([C@H](C)CO)C[C@H](C)[C@H](CN(C)Cc2ccc(Cl)c(Cl)c2)OCCCC[C@H](C)O3)cc1
  x | 2.7 | -4.0 | -0.1 | -3.5 | -3.7 | x | 3.0
- Cc1cccc(NC(=O)c2ccc(S(=O)(=O)N3CC(C)OC(C)C3)cc2)n1 (stereo not drawn)
  -2.5 | -0.6 | 1.5 | 0.0 | -2.3 | -13.7 | 1.0 | -9.7
- CN1C(=O)c2cc(NS(=O)(=O)c3ccccc3F)ccc2OC[C@H]2O[C@@H](CC(=O)NC3Cc4ccccc4C3)CC[C@H]21
  4.2 | x | 2.9 | 0.1 | -0.5 | -2.5 | 0.2 | -7.0
- C=CCn1c(COc2ccc(F)cc2)nnc1SCC(=O)NC1CCCC1
  -3.3 | 3.4 | 0.2 | 0.1 | -6.2 | -7.9 | x | 15.7
- CCCN(CCC)c1nc(Cl)nc(NCCN2CCOCC2)n1
  -9.0 | -3.3 | -2.7 | 0.2 | -3.7 | -4.9 | -0.4 | x
- O=[N+]([O-])c1ccc(/C=N/n2c(-c3cccnc3)n[nH]c2=S)cc1
  -6.3 | x | x | 0.0 | x | x | 0.1 | 1.0
- O=C(c1ccccc1F)N1CC[C@@H]2[C@@H](CO)Nc3ccc(C#Cc4ccccc4F)cc3[C@@H]21
  -6.2 | -1.0 | -1.0 | 0.1 | 2.0 | -9.8 | 2.7 | 32.3
- Cn1ncc(Br)c1NC(=O)Nc1ccc(OC(F)(F)F)cc1
  x | -6.7 | -2.8 | 0.0 | -4.0 | 0.3 | 0.0 | -13.7
- Cc1cccc(N2CCN(C(=O)NC3CCCCC3)CC2C)c1 (stereo not drawn)
  10.4 | -2.9 | 3.8 | 0.0 | 10.2 | 4.5 | 0.1 | -20.7
- CCc1n[nH]c(=S)n1/N=C/c1ccc(NC(C)=O)cc1
  9.8 | 0.5 | 3.3 | 0.0 | -5.6 | -9.2 | -0.2 | 4.5
- CN(C)S(=O)(=O)c1cccc(NC(=O)COc2ccccc2C(=O)NCc2ccccc2)c1
  5.8 | 0.0 | 0.2 | 0.5 | -1.0 | -16.3 | 0.0 | 29.4

Laid out differently: 2 of the compounds above
SMILES: CCCCOc1ccc(C(=O)N2CCCC2)cc1
  RAD54 inh: -6.2	F508del corr: -0.8	CASP6 VEID inh: -0.5	XiGFP reactiv: x	DENV2 CPE rescue: 0.2	RAD52 anneal inh: -15.2	E-sel inducer: x	GSIS activator: 5.6
SMILES: Cc1ccc(S(=O)(=O)Nc2ccc3c(c2)C(=O)N([C@H](C)CO)C[C@H](C)[C@H](CN(C)Cc2ccc(Cl)c(Cl)c2)OCCCC[C@H](C)O3)cc1
  RAD54 inh: x	F508del corr: 2.7	CASP6 VEID inh: -4.0	XiGFP reactiv: -0.1	DENV2 CPE rescue: -3.5	RAD52 anneal inh: -3.7	E-sel inducer: x	GSIS activator: 3.0
